SIAE inh: human SIAE inhibitors, primary screen, biochemical, fluorescence polarization, FP-Rh probe, 1536-well HTS; 370,000 tested, 0.69% active; AID 1053197, 2014; inhibition, % at 9.66 µM; Sialate O-acetylesterase (Homo sapiens), Q9HAT2; SIAE FP-Rh probe binding;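 active means inhibition above a cutoff: mean of compounds within the control limits plus 3 SD of those, cut at about 17% in these data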;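 further: 0% = plate median of compound wells and 100% = probe without SIAE protein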
Target sequence (Q9HAT2 whole entry, looked up): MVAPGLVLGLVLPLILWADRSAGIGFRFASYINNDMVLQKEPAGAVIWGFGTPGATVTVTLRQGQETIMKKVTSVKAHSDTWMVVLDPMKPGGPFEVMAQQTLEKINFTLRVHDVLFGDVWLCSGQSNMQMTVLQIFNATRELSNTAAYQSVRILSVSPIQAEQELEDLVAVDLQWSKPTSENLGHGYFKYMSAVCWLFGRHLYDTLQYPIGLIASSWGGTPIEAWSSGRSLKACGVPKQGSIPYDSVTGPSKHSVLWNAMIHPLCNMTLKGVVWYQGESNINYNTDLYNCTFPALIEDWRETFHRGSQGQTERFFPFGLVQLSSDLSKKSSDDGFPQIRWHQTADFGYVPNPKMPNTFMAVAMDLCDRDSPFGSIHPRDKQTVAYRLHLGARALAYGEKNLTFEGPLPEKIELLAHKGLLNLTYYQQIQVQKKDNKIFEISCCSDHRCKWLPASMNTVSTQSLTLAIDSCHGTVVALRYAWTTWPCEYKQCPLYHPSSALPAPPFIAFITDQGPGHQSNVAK
mABHD4 FP: ABHD4 inhibitors, primary screen, biochemical, fluorescence polarization, mouse. purified mABHD4, FP-Rh probe fluorescence polarization. 370,000 tested, 0.54% active. AID 720543, 2013. inhibition, % at 8.92 µM;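 active means inhibition exceeding the mean over every tested compound plus 3 SD, cut at about 30% in these data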;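 further: 0% = plate median of compound wells and 100% = S159A mutant with DMSO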
Target sequence (Q8VD66 whole entry, looked up): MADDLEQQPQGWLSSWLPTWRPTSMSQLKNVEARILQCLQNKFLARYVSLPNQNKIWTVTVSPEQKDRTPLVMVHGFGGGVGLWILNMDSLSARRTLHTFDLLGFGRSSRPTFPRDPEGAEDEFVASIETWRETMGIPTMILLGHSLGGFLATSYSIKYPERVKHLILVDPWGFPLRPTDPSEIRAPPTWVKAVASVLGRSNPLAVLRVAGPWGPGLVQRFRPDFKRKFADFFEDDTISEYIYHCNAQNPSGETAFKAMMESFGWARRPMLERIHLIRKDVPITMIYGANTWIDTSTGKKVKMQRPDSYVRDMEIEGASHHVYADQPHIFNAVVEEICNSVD
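Material: mouse ABHD4 enzyme, wild type; Benchmarks: S159A mutant high control, sample median low control; Buffer or medium: HEPES pH 7.0, NaCl, Pluronic buffer; Signal: fluorescence polarization; Read-out: percent inhibition of probe binding, normalized to plate controls; Timing: pre-incubation 45 min, probe exposure 60 min, at 25 °C; Dosing: 8.92 µM, single dose.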
PRMT1 inh: PRMT1 methyltransferase inhibitors, primary screen, biochemical, fluorescence polarization; Protein arginine N-methyltransferase 1 (Homo sapiens), Q99873; inhibition, % at 2.79 µM; recombinant PRMT1, activity-based probe fluorescence polarization; 370,000 tested, 1.3% active;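 active means inhibition above about 21% made by adding two undisclosed values, limit read from the data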
TCR CD3 inh: inhibitors of human TCR-CD3 interaction, primary screen, biochemical, fluorescence, TAMRA-labeled TCR probe | T-cell receptor (TCR) | inhibition, % at 9.4 µM | 360,000 tested, 0.37% active; in the data active means inhibition above about 19%;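 further: recombinant mutant TCR 2C K166C tagged with TAMRA read by polarization; 0% = receptor in buffer alone and 100% = receptor with positive control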
GC-B act: human GC-B receptor activators, primary screen, HEK293 GC-B cells, cGMP TR-FRET, EC30 CNP; Atrial natriuretic peptide receptor 2 (Homo sapiens), P20594; 0% at EC30 CNP, 100% saturating CNP; 370,000 tested, 0.11% active; activation, % at 10 µM; AID 1920062, 2024;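 active means activation at 10 µM reaching about 35% in either raw or pattern-adjusted values, limit read from the data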
rCAG binder: binders of r(CAG) RNA repeats, primary screen, biochemical, fluorescence | inhibition, % at 3 µM | r(CAG) RNA repeat, TO-PRO-1 dye displacement fluorescence | 370,000 tested, 1.3% active;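 active means inhibition above the plate cutoff, the mean of all test compounds on that plate plus 3 SD, cut at about 35% in these data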;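 further: 0% = DMSO alone and 100% = 100 µM mitoxantrone as full dye displacement; higher means more dye released from RNA so lower well fluorescence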
MBD2 inh: inhibitors of MBD2 binding to methylated DNA, primary screen, biochemical, TR-FRET, DNA-binding domain, human. inhibition, % at 4.4 µM. MBD2 binding to methylated oligonucleotide. 370,000 tested, 0.31% active; in the data active means inhibition above about 13%
HTRA1 inhibitor: HTRA1 serine protease inhibitors, primary screen, biochemical, fluorescence polarization, HTS; Q92743; recombinant HTRA1, FP-rhodamine activity-based probe; inhibition, % at 5.96 µM; 340,000 tested, 0.5% active; AID 504803, 2011; in the data active means inhibition above about 36%;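 further: 0% = enzyme with DMSO and 100% = wells lacking enzyme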
LEDGF integ inh: blockers of LEDGF/p75-dependent integrase strand transfer – biochemical, TR-FRET, high throughput, primary screen | 370,000 tested, 0.64% active | TR-FRET IN-LEDGF/p75 DNA integration, Eu/Cy5 | HIV-1 integrase (with human LEDGF/p75) | inhibition, % at 3.7 µM;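 active means inhibition above the screen-wide mean plus 3 SD, cut at about 13% in these data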;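 further: signal is the Cy5 over europium emission ratio at 671 and 618 nm; 0% = plate median of compound wells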
TDP2 inh: human TDP2 enzyme inhibitors, primary screen, biochemical, epi absorbance, recombinant enzyme; Tyrosyl-DNA phosphodiesterase 2 (Homo sapiens), O95551; T5PNP hydrolysis, p-nitrophenol absorbance 415 nm; inhibition, % at 12.8 µM; 370,000 tested, 0.34% active;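 active means inhibition above the mean of all tested compounds plus 3 SD, set per campaign, cut at about 25% in these data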;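 further: 0% = DMSO with enzyme and 100% = buffer with substrate but no TDP2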
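Read-out basis: percent inhibition. System: recombinant human TDP2. Buffer or medium: Mg2+-containing Tris-HCl buffer, pH 7.5. Repeats: single replicate. Timing: reaction 2 h, 37 °C. Benchmarks: high control without enzyme, low control DMSO plus TDP2. Probe or stimulus: 5 mM T5PNP. Doses: 12.8 µM only. Measured by: epi absorbance of p-nitrophenol freed from T5PNP by hydrolysis.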
The depositor's hits bear a star; · = not tested or not shown.

SMILES	SIAE inh	mABHD4 FP	PRMT1 inh	TCR CD3 inh	GC-B act	rCAG binder	MBD2 inh	HTRA1 inhibitor	LEDGF integ inh	TDP2 inh
C[C@H](CO)N1C[C@H](C)[C@@H](CN(C)Cc2ccc(-c3ccccc3)cc2)Oc2c(NS(=O)(=O)c3cccs3)cccc2C1=O	2	-4	-1	0	3	4	0	-52	-1	1
O=C(CN1C(=O)NC2NC(=O)NC21)NC1CCCCC1 (centres undefined)	-7	2	1	3	0	2	-1	12	7	1
COc1ccc([N+](=O)[O-])c2c(=O)ccoc12	-3	-2	0	7	1	-5	3	2	3	-10
CC1(C)CC(NC(=O)COc2ccc3ccc(=O)oc3c2)CC(C)(C)N1	0	4	3	-3	3	3	8	-5	0	3
COc1ccc2[nH]c(N=Nc3ccccc3C)c(O)c2c1	9	6	10	-9	3	17	0	-1	-3	-3
Cn1cc(Br)c(C(=O)NNC(=O)c2ccc(Cl)cc2)n1	-1	-12	-2	0	-4	4	2	7	6	-10
CCN(C(=O)c1ccc(Br)o1)C1CCS(=O)(=O)C1 (centres undefined)	-1	-3	-2	-5	0	0	2	-6	1	-4
CCOC(=O)CC1NCCc2c1[nH]c1ccc(OC)cc21 (centres undefined)	5	-3	-1	5	-3	-1	0	-3	1	1
O=C(C1CC1)N1CCc2cc(S(=O)(=O)NCCCN3CCCCC3)ccc21	2	-4	0	6	5	1	2	4	-4	-2
O=C(CCN1C(=O)/C(=C/c2cccs2)SC1=S)NC1=NCCS1	3	4	9	4	-4	4	-7	8	0	13
CCn1c(COc2cccc3cccnc23)nnc1SCC(=O)O	-6	5	0	3	-2	2	-2	3	0	-2
CC1CCCN(S(=O)(=O)c2ccc(C(=O)Nc3nnc(C4=COCCO4)o3)cc2)C1 (centres undefined)	1	2	-1	-6	0	20	0	13	1	-3
c1ccc2c3n(nc2c1)CCCCO3	0	3	-3	-8	2	1	1	3	0	12
COc1ccccc1C(=O)Nc1ccccc1N1CCN(C(=O)c2ccc(Cl)cc2)CC1	-8	0	1	9	-3	2	-3	-47	1	5
Cc1cccc(N2CCN(S(=O)(=O)c3ccc(S(=O)(=O)N4CCCC4)cc3)CC2)c1C	-4	3	1	8	-1	1	0	2	1	3
COc1ccc(Cn2nnnc2C(c2ccc3ncccc3c2)N2CCN(C3CCCCC3)CC2)cc1 (centres undefined)	-2	-2	6	3	0	-4	3	-8	-4	-6
CSc1ccc(/C=N/Nc2ccc(Cl)c(C(=O)O)c2)cc1	12	12	3	5	-1	12	1	1	8	7
CCOC(=O)CC[C@@H]1CC[C@]2(CCCN(Cc3cccs3)C2)O1	3	3	-3	·	7	-3	-5	·	1	1
Cc1ccc(NC(=O)N2CCCC2)cc1Cl	0	-7	0	6	-1	0	2	-3	0	-12
Cc1cccc(NNC(=O)C2CCC2)c1	3	0	-2	0	3	0	2	-4	0	12
O=[N+]([O-])c1cc(Cl)c(Cl)c(Cl)c1Cl	-4	5	0	4	-13	0	1	7	-1	1
COc1ccccc1CNc1nc(NCc2ccccc2SC)c2sccc2n1	7	20	-3	2	0	4	-5	·	3	8
C/C(N)=C(/C#N)C(=O)CSc1nc2ccccc2c(=O)n1-c1ccc(C)c(Cl)c1	-4	-7	-1	-2	1	2	-4	-5	1	6
CC1CCN(C(=O)c2cc3c(=O)n4ccccc4nc3s2)CC1	-1	9	0	-7	0	-3	-1	-3	0	-2

Reformatted: entries from further up.
> COc1ccccc1C(=O)Nc1ccccc1N1CCN(C(=O)c2ccc(Cl)cc2)CC1
  SIAE inh: -8	mABHD4 FP: 0	PRMT1 inh: 1	TCR CD3 inh: 9	GC-B act: -3	rCAG binder: 2	MBD2 inh: -3	HTRA1 inhibitor: -47	LEDGF integ inh: 1	TDP2 inh: 5
> Cc1cccc(N2CCN(S(=O)(=O)c3ccc(S(=O)(=O)N4CCCC4)cc3)CC2)c1C
  SIAE inh: -4	mABHD4 FP: 3	PRMT1 inh: 1	TCR CD3 inh: 8	GC-B act: -1	rCAG binder: 1	MBD2 inh: 0	HTRA1 inhibitor: 2	LEDGF integ inh: 1	TDP2 inh: 3
> COc1ccc(Cn2nnnc2C(c2ccc3ncccc3c2)N2CCN(C3CCCCC3)CC2)cc1 (centres undefined)
  SIAE inh: -2	mABHD4 FP: -2	PRMT1 inh: 6	TCR CD3 inh: 3	GC-B act: 0	rCAG binder: -4	MBD2 inh: 3	HTRA1 inhibitor: -8	LEDGF integ inh: -4	TDP2 inh: -6
> CSc1ccc(/C=N/Nc2ccc(Cl)c(C(=O)O)c2)cc1
  SIAE inh: 12	mABHD4 FP: 12	PRMT1 inh: 3	TCR CD3 inh: 5	GC-B act: -1	rCAG binder: 12	MBD2 inh: 1	HTRA1 inhibitor: 1	LEDGF integ inh: 8	TDP2 inh: 7

Other structures:
SMILES	SIAE inh	mABHD4 FP	PRMT1 inh	TCR CD3 inh	GC-B act	rCAG binder	MBD2 inh	HTRA1 inhibitor	LEDGF integ inh	TDP2 inh
O=C1CSC(c2ccccc2[N+](=O)[O-])N1c1ccc(O)cc1 (centres undefined)	5	3	2	2	1	0	-4	12	0	5
CCOC(=O)C1=C(C)NC(C)=C(C(=O)OCC)C1C(=O)OCC(=O)N1CC(C)OC(C)C1 (centres undefined)	-12	-9	-1	0	3	-3	-1	0	1	-18
Cc1nc2ccc(Cl)cc2c(-c2ccccc2)c1C(=O)N(C)C	-6	-5	8	0	-9	-5	5	2	0	-14
COc1ccc(CN(C)C(=O)CCC(=O)N2CCN(S(=O)(=O)c3ccc(Cl)cc3)CC2)c(OC)c1	-3	-3	-1	1	-7	-1	-1	0	-1	-12
C=CCOC(=O)C1=C[C@@H](c2cn(C(C)=O)c3ccccc23)C[C@@H](OCCCCO)O1	-3	3	0	4	-2	3	-6	-11	-4	-8
CC(C)Cn1c(-c2ccccc2)nc2ccccc2c1=O	-4	4	-1	4	-15	-7	3	-1	2	-5
COC(=O)C(CCSC)NC(=O)c1cc2c(n(-c3ccccc3)c1=O)CCCC2=O (centres undefined)	7	-1	-5	3	-1	-7	0	9	1	3
O=Cc1ccc(OCCN2CCCC2=O)cc1	-2	-3	1	-3	2	2	3	-12	3	0
CCC(NC(=O)c1ccccc1NC(=O)c1ccco1)C(=O)NC1CCCCC1 (centres undefined)	-3	-3	-2	-2	-8	0	-2	-6	-2	2
COc1cccc(C2=NOC(C(=O)N3CCN(C(=O)c4ccco4)CC3)C2)c1 (centres undefined)	15	6	2	3	3	0	1	-3	-1	6
Cc1cc(OC(=O)c2ccccc2C)c([N+](=O)[O-])c(=O)[nH]1	-2	-2	3	-4	3	-1	0	-1	-2	-10
CC1=C(C)CC(C(=O)Nc2ccc(C(N)=O)cc2)C(C(=O)O)C1 (centres undefined)	1	4	-1	-2	7	1	-5	2	0	-2

An excerpt from above, showing only HTRA1 inhibitor and PRMT1 inh.
smiles,HTRA1 inhibitor,PRMT1 inh
CC1CCN(C(=O)c2cc3c(=O)n4ccccc4nc3s2)CC1,-3,0
CCOC(=O)CC[C@@H]1CC[C@]2(CCCN(Cc3cccs3)C2)O1,·,-3

Later entries:
Results follow in this order: SIAE inh	mABHD4 FP	PRMT1 inh	TCR CD3 inh	GC-B act	rCAG binder	MBD2 inh	HTRA1 inhibitor	LEDGF integ inh	TDP2 inh
CC(=O)c1ccc(C(=O)N2CCCC(Nc3ccc(C(C)C)cc3)C2)s1 (centres undefined)
→ 0	2	-3	1	-3	-2	-1	-1	-3	-8
O=C(CN1C(=O)c2ccccc2C1=O)NC1(C(=O)O)CCCC1
→ -8	-11	-3	3	-3	0	3	8	8	-9
Cc1nc2ccccc2c(=O)n1/N=C/c1ccc(N(C)C)cc1
→ 2	-6	0	3	-1	-1	-6	-3	0	-4
O=[N+]([O-])c1cc(-c2cnc3ccccc3n2)ccc1Oc1ccc(Br)cc1
→ -5	0	-1	-3	-4	1	1	-1	-3	0
S=C(NN=C1CCCCC1=NNC(=S)N1CCOCC1)N1CCOCC1
→ 11	25	15	10	-5	21	-3	·	4	-7
COc1ccccc1C(=O)NC(=O)COC(=O)CN1C(=O)NC(C)(C)C1=O
→ 1	-2	5	-6	2	-2	-2	-1	2	-2
Cc1nc2nc(SCc3ccccc3)[nH]n2c(=O)c1C
→ -1	1	1	1	6	0	-1	-1	-1	-9
Cc1csc(=O)n1CCC(=O)OCC(=O)N(C)c1c(N)n(Cc2ccccc2)c(=O)[nH]c1=O
→ -1	10	6	-4	2	1	2	4	-5	-8
CC(C)C[C@@H](CN1CCC[C@H]1CN1C(=O)C(=O)NC[C@@H]1Cc1ccc(O)cc1)N1C[C@H](Cc2ccc(O)cc2)N(CCc2ccccc2)C(=O)C1=O
→ 4	2	1	-2	2	4	3	·	73*	0
CCOC(=O)CC1C(=O)NCCN1C(=O)c1cc2c(=O)n3cccc(C)c3nc2s1 (centres undefined)
→ 3	3	1	-8	7	1	-9	-5	0	-5
COc1ccc(-c2cc(=O)c3cc(F)ccc3[nH]2)cc1
→ 4	0	0	0	-4	3	-1	-2	1	8
Cn1c(N/N=C2\CCCc3ccccc32)nc2c1c(=O)n(Cc1ccc(F)cc1)c(=O)n2C
→ -1	3	-1	-2	24	0	-1	-4	-1	7
Cc1ccc(S(=O)(=O)N2CCCC2C(=O)Nc2nccs2)cc1 (centres undefined)
→ -3	-13	0	-10	-4	-6	-1	2	0	3
O=C(CSc1ncccn1)NC(=O)c1ccccc1
→ 0	4	3	-7	3	-2	-1	2	-8	-10
O=C(O)CSCCc1ccccn1
→ 4	7	0	-2	-1	-1	10	1	2	6

Only part of the results is shown; the hit share may differ from the screen's.
